TexasRed fluor – Total Fluorescence Counterscreen for Inhibitors of the Interaction of Thyroid Hormone Receptor and Steroid Receptor Coregulator 2. TRb/SRC2 Texas Red total fluorescence interference. Potency, µM (highest dose often 106 µM), for inactives: top-dose fluorescence change, negative = quenching. 280,000 compounds, 0.29% hits; active = well fitted curve in either direction with a large enough effect; inconclusive = small, poorly fitted or top-dose-only effect
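Human TRβ ligand-binding domain (0.6 uM) and Texas Red SRC2 peptide (20 nM) in Tris buffer with 1 uM T3 and 5% DMSO were incubated with pinned compound for 5 hr at ambient temperature. Total fluorescence was computed as S + 2P (555/632 nm).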
TRb SRC2 PPI – qHTS for Inhibitors of the Interaction of Thyroid Hormone Receptor and Steroid Receptor Coregulator 2 | TRbeta-SRC2 peptide binding, fluorescence polarization; receptor liganded with 1 µM T3 | 280,000 compounds, 0.065% hits | Potency, µM (highest dose often 106 µM), without a hit: top-dose activity change, negative = inhibition, hits mostly inhibitors | Thyroid hormone receptor beta (Homo sapiens), P10828; active = well fitted inhibition curve with a large enough effect; inconclusive = small, poorly fitted or top-dose-only effect, or effect the other way;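 also: plate controls were bound peptide for no effect and peptide without receptor for full effect; nearly all actives have a fitted effect of over 50% in size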
Target sequence (P10828 whole entry, looked up): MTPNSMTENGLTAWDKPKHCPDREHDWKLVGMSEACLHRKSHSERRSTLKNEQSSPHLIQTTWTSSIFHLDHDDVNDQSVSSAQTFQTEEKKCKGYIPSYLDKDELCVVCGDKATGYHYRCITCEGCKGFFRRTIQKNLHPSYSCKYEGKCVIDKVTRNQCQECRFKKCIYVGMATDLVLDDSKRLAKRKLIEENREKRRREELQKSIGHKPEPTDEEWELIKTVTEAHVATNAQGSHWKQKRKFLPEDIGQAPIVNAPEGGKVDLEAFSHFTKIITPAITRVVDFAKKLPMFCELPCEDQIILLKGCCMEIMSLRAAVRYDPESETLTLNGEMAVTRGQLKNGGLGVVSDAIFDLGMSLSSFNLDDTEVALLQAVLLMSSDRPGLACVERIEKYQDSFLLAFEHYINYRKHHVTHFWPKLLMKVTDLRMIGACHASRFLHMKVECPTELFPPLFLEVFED
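Read-out is fluorescence polarization (555 nm excitation, 632 nm emission) of a Texas Red SRC2 coactivator peptide; loss of signal reflects blocked binding to human TRb ligand-binding domain in the presence of 1 uM T3.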
Lamin A splicing – qHTS Assay for Modulators of Lamin A Splicing | HeLa LMNA splicing GFP/RFP minigene ratio, 48 h | Potency, µM (series often up to 46.1 µM), for the others: at the top dose ratio change, negative = inhibition, actives largely listed as inhibitors | 200,000 compounds, 0.01% hits | AID 1487, 2009; active = well fitted inhibition curve with a large enough effect in the signal ratio, with a control signal flat, not every such curve was filed as active; inconclusive = small, poorly fitted or top-dose-only effect, or effect the other way, or a change in a side signal; the % refers to the signal ratio
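S3 HeLa stable clones carrying a lamin A-EGFP splicing minigene plus DsRed2 were seeded at 600 cells/well in Opti-MEM with 2% FBS, pin-dosed and incubated 48 h at 37°C. Acumen cytometry (488 nm) gave the GFP/RFP total-intensity ratio.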
Starred values were filed as active, the others as inactive; ? = inconclusive; [ ] = another dose, or the depositor's remark. Unless noted, % is scaled to controls: 0 for no effect and ±100 for the full control effect; potency is read from the fitted curve at half-maximal effect. The list is partial; the hit share may differ from the screen's.

SMILES | TexasRed fluor | TRb SRC2 PPI | Lamin A splicing
CCN(CC)C(=O)c1sc2c(c1C)c(=O)n(Cc1ccccc1)c(=O)n2Cc1ccccc1C | 2% | 1% | 1%[46 µM]
O=C(NCc1cccc(Cl)c1)C1CCCN(c2ncnc3onc(-c4ccc(F)cc4)c23)C1 (stereo unspecified) | ? | -15% | ?
Cn1cc(CCCC(=O)NCc2ccccc2Cl)c2ccccc21 | -4% | 5% | 1%[46 µM]
COc1ccc(-c2nnc(SCC(=O)NCc3ccc(C)cc3)nc2-c2ccc(OC)c(OC)c2)cc1OC | -3% | 1% | ?
Cc1ccc(Cl)cc1N1CCN(C(=O)c2cc(S(=O)(=O)N3CCC(C)CC3)cn2C)CC1 | 0% | -4% | -3%[46 µM]
COCCCNC(=O)c1ccc(-n2c(-c3ccccc3)cc3c2CCCC3)cc1 | 0% | -6% | ?
Cc1ccc2c(c1)-c1c(c(C(=O)N3CCN(c4cc(Cl)ccc4C)CC3)nn1C)CS2 | -1% | 0% | -8%[46 µM]
CC(C)Oc1ccc(CNC(=O)Cn2c(-c3cccs3)cc3ccccc32)cc1 | 8% | 3% | 9%[46 µM]
Cc1ccc(C)c(NC(=O)CSc2nc(-c3ccccc3)cc(=O)[nH]2)c1 | -2% | -2% | -9%[46 µM]
O=C(c1ccc2c(c1)N(Cc1cccc(Cl)c1)C(=O)c1ccccc1S2=O)N1CCN(c2cccc(C(F)(F)F)c2)CC1 (stereo unspecified) | -6% | 3% | ?
CCOC(=O)c1c(C)[nH]c(C)c1S(=O)(=O)N1CCC(C(=O)N2CCN(c3cccc(Cl)c3)CC2)CC1 | -2% | 0% | 2%[46 µM]
COc1ccc(N2CCN(C(=O)c3cccc(NC(=O)c4nsc5ccccc45)c3)CC2)cc1 | -3% | 3% | ?
CN(C)c1ccc(C(CNS(=O)(=O)c2ccc(F)cc2)N2CCCC2)cc1 (stereo unspecified) | -1% | 3% | ?
COc1ccc(NC(=O)N2CCC(CN3CCCC3)CC2)c(OC)c1 | 7% | 3% | -2%[46 µM]
CC(C)Oc1ccc(C(=O)Nc2ccc3c(c2)CCCN3C(=O)c2cccs2)cc1 | -1% | -1% | ?
Cc1cc(NC(=O)CN(C)S(=O)(=O)c2ccc3c(c2)CCCC(=O)N3)ccc1Br | -1% | 5% | -28%[46 µM]
CSc1ncc(C(=O)NCc2ccc(Cl)cc2)c(C(F)(F)F)n1 | 6% | 8% | ?
CCOC(=O)c1ccc(NC(=O)c2c(NCc3cccc(OC)c3)sc3c2CCC3)cc1 | -2% | -1% | 5%[46 µM]
CCN(CC)c1ccc(NS(=O)(=O)c2ccc3c(c2)CCCN3C(C)=O)c(C)c1 | 1% | 1% | ?
CCOc1ccc(CNC(=O)CCC(=O)N2CC3CCCN3c3ccccc32)cc1 (stereo unspecified) | -38% | 2% | -10%[46 µM]
Fc1ccc(CNCCCSc2nnnn2-c2ccccc2)cc1 | ? | -26% | -10%[46 µM]
CCN(CC)C(=O)Cn1c(=O)n(-c2ccc(Cl)c(Cl)c2)c(=O)c2c(C)c(C(=O)N(CC)CC)sc21 | -3% | 5% | ?
CCc1ccc(OC(C)C(=O)N2CCC(c3nc4ccccc4s3)CC2)cc1 (stereo unspecified) | ? | 1% | -11%[46 µM]
Cc1ccc(C(=O)N2CCc3cc(CNS(=O)(=O)c4cccs4)ccc32)cc1 | -2% | 4% | -5%[46 µM]
O=C(Nc1ccc(F)cc1F)C1CCN(S(=O)(=O)c2ccc3[nH]c(=O)ccc3c2)CC1 | -1% | -5% | 1%[46 µM]
SMILES | TexasRed fluor | TRb SRC2 PPI | Lamin A splicing
CCn1ccc2c(OCC(=O)Nc3ccccc3C)cccc2c1=O | 2% | -2% | 9%[46 µM]
COc1ccc(-c2nc(Cn3c(=O)cc(C)c4c(C)nn(-c5ccccc5)c43)c(C)o2)c(OC)c1 | 4% | 8% | -12%[46 µM]
CC(=O)c1cccc(NC(c2ccc(F)cc2)c2nnc(-c3ccccc3)o2)c1 (stereo unspecified) | -2% | 2% | -16%[46 µM]
COc1ccc(OC)c(CNC(=O)c2cc(S(=O)(=O)N3CCC(C)CC3)cn2C)c1 | ? | 1% | -14%[46 µM]
Cc1cc(Nc2cccc(Cl)c2)nc2ccc(NC(=O)Cc3c(F)cccc3Cl)cc12 | -24% | 0% | ?
CN(Cc1ccccc1)C(=O)C1CCN(Cc2cc3ccccc3n2Cc2ccccc2)CC1 | 0% | -5% | -21%[46 µM]
COc1ccc(NC(=O)CN2C(=O)COc3ccc(S(=O)(=O)NC4CCCC4)cc32)cc1OC | -6% | 10% | 2%[46 µM]
COC(=O)c1ccc(NC(=O)C(C)N2Cc3ccccc3C2=O)cc1 (stereo unspecified) | -28% | 9% | 9%[46 µM]
Cc1ccc(-n2ncc(C(=O)N3CCN(c4ccccn4)CC3)c2C2CCN(C(=O)OC(C)(C)C)CC2)cc1 | -4% | 1% | 13%[46 µM]
O=C(Nc1ccc(F)c(F)c1)c1cc(S(=O)(=O)NCc2ccc3c(c2)OCO3)ccc1F | -2% | -7% | -8%[46 µM]
CCc1ccc(N2CCn3c2nc2c3c(=O)n(Cc3c(F)cccc3Cl)c(=O)n2C)cc1 | 4% | 3% | -2%[46 µM]
CN(C(=O)CSc1nc2ccccc2n1Cc1ccccc1C#N)c1ccccc1 | -3% | -3% | ?
CCOc1ccc(NC(=O)Cn2nc(-c3ccncc3)ccc2=O)cc1 | -8% | 1% | -7%[46 µM]
COc1ccc(CCNC(=O)c2ccc(CS(=O)(=O)Cc3cccc(C)c3)o2)cc1OC | -1% | -2% | -5%[46 µM]
CCOC(=O)c1ccccc1NC(=O)c1sc2ncn(Cc3cccc(F)c3)c(=O)c2c1C | -1% | -2% | 9%[46 µM]
Nc1c(-c2nc(-c3cccs3)no2)nnn1-c1cccc(Cl)c1 | -3% | 2% | ?
CCOc1ccc(NC(=O)CN2CCN(C3CCCCC3)C(=O)C2=O)cc1 | -1% | -2% | 1%[46 µM]
COc1ccc(Cl)cc1NC(=O)CN(C)S(=O)(=O)c1ccc2c(c1)CCCN2C(C)=O | 2% | -4% | 12%[46 µM]
Cc1ccccc1N(C)S(=O)(=O)c1nnc(NC(=O)C(C)C)s1 | -15% | 3% | -5%[46 µM]
CCc1ccccc1NS(=O)(=O)c1ccc(-c2coc(C)n2)cc1 | 11µM*[quencher] | -20% | -14%[46 µM]
CC(C)c1ccc(NC(=O)Cn2cc(S(=O)(=O)Cc3ccccc3Cl)c3ccccc32)cc1 | -22% | -3% | ?
CC(C)(C)OC(=O)N1CCC(c2c(C(=O)NC3CCN(Cc4ccccc4)CC3)cnn2-c2ccc(F)cc2F)CC1 | -2% | -3% | ?
Cc1ccc(CNc2ncnc3c2c(-c2ccccc2)cn3-c2ccccc2)cc1 | -4% | 2% | 2%[46 µM]
COc1ccc(-n2cc(C(=O)OCc3ccc(F)c(F)c3)c3ccccc3c2=O)cc1 | 0.079µM*[quencher] | -21% | -12%[46 µM]
O=c1cc(-c2ccccc2)n2c(SCc3ccc([N+](=O)[O-])cc3)nnc2[nH]1 | -1% | -4% | 5%[46 µM]

Some of these compounds in order of number of heavy atoms, rising.
SMILES | TexasRed fluor | TRb SRC2 PPI | Lamin A splicing
CCc1ccccc1NS(=O)(=O)c1ccc(-c2coc(C)n2)cc1 | 11µM*[quencher] | -20% | -14%[46 µM]
COC(=O)c1ccc(NC(=O)C(C)N2Cc3ccccc3C2=O)cc1 (stereo unspecified) | -28% | 9% | 9%[46 µM]
CCc1ccc(OC(C)C(=O)N2CCC(c3nc4ccccc4s3)CC2)cc1 (stereo unspecified) | ? | 1% | -11%[46 µM]
CCOc1ccc(CNC(=O)CCC(=O)N2CC3CCCN3c3ccccc32)cc1 (stereo unspecified) | -38% | 2% | -10%[46 µM]
O=C(NCc1cccc(Cl)c1)C1CCCN(c2ncnc3onc(-c4ccc(F)cc4)c23)C1 (stereo unspecified) | ? | -15% | ?

Carrying on.
SMILES | TexasRed fluor | TRb SRC2 PPI | Lamin A splicing
Cc1ccc(C)c(NC(=O)c2cc(S(=O)(=O)N3CCN(c4cccc(Cl)c4)CC3)ccc2F)c1 | -1% | 3% | -1%[46 µM]
O=C(CCNS(=O)(=O)c1ccc2c(c1)CCN2C(=O)C1CC1)N1CCN(c2ccccc2F)CC1 | -4% | -3% | ?
COc1cc(OC)c(NC(=O)Nc2cccc(OCc3cc(=O)n4ccccc4n3)c2)cc1Cl | 4% | 2% | ?
O=C(CSc1nccn1Cc1ccc(F)cc1)NCc1ccco1 | 1% | 1% | 3%[46 µM]
CN1CCN(C(=O)C(=O)Nc2c3c(nn2-c2ccc(Cl)cc2)CSC3)CC1 | -1% | -4% | -7%[46 µM]
CCN1CCN(c2ncc3c(n2)CCN(Cc2ccc(OC)c(OC)c2)C3)CC1 | -1% | -3% | -1%[46 µM]
Cc1ccc(C)c(NC(=O)N2CCC(CN3CCOCC3)CC2)c1 | ? | -16% | -6%[46 µM]
Cc1cccc(C)c1NC(=O)c1sc(-n2nc(C)c(Cc3ccc4c(c3)OCO4)c2C)nc1C | ? | -4% | -4%[46 µM]
Cc1cc(=O)[nH]c2nnc(SCc3cccc(F)c3)n12 | -2% | -5% | ?
COCCNC(=O)C1CCCN(S(=O)(=O)c2ccc3c(ccn3C)c2)C1 (stereo unspecified) | 1% | -2% | -7%[46 µM]
Cc1cc(C)cc(N2CCn3c2nc2c3c(=O)n(CCc3ccccc3)c(=O)n2C)c1 | 1% | -3% | 1.8µM*
COC(=O)c1c(C)sc(-c2c(-c3cccc(OC)c3)[nH]c3c2c(=O)[nH]c(=O)n3C)c1O | -2% | 8% | ?
CCC1CN(C(=O)Nc2cccc3c2CCCC3)c2cc(Cl)ccc2O1 (stereo unspecified) | 3% | 2% | ?
CCOc1ccc(NC(=O)c2c(NCc3cccs3)sc3c2CCCCC3)cc1 | 0% | 0% | ?
Cc1ccccc1CN1CCC(CNc2ncnc3onc(-c4ccc(Cl)cc4)c23)CC1 | -3% | -5% | -20%[46 µM]
Cc1cccc(NC(=O)N2CCc3c(sc4c3CCCC4)C2c2ccc(F)cc2)c1 (stereo unspecified) | -1% | -7% | 2%[46 µM]
O=C(NC1CCCCCC1)C1CCN(C(=O)N2CCOc3ccccc32)CC1 | 0% | 3% | ?
COc1ccc(-c2csc3ncnc(Nc4ccccc4)c23)cc1 | 0% | -5% | ?
Cc1cc(Cl)ccc1NC(=O)CCS(=O)(=O)c1cc2c(cc1C)NC(=O)CO2 | -3% | -4% | ?
CCOc1ccccc1NS(=O)(=O)c1cc(-c2cnc(C3CC3)o2)ccc1C | 0% | 3% | 0%[46 µM]
O=C(NCCc1ccccc1)c1nnc(Cc2cccc(F)c2)o1 | 0.0056µM*[quencher] | -23% | ?
Cc1ccc(Cn2c(=O)n(-c3ccc(C)cc3)c(=O)c3c2c2cc(C)ccc2n3C)cc1 | -11% | 3% | ?
COc1ccccc1Cn1c(CNS(=O)(=O)c2ccc3c(c2)CCCC3)nc2cccnc21 | 5% | -2% | -8%[46 µM]
Cc1ccc(-c2nc(SCC(=O)NCc3ccco3)c3c(=O)n(C)c(=O)n(C)c3n2)cc1 | -2% | 0% | ?
Cc1ccccc1OCC(=O)Nc1ccccc1C(=O)OCc1cc(=O)n2ccsc2n1 | -2% | -2% | 0%[46 µM]

Not a retest: entries from further up.
SMILES | TexasRed fluor | TRb SRC2 PPI | Lamin A splicing
Cc1ccc(C)c(NC(=O)c2cc(S(=O)(=O)N3CCN(c4cccc(Cl)c4)CC3)ccc2F)c1 | -1% | 3% | -1%[46 µM]
O=C(CCNS(=O)(=O)c1ccc2c(c1)CCN2C(=O)C1CC1)N1CCN(c2ccccc2F)CC1 | -4% | -3% | ?

(list continues)
SMILES | TexasRed fluor | TRb SRC2 PPI | Lamin A splicing
CSc1ccc(/C=C/c2nc3ccccc3n2S(=O)(=O)c2ccc(F)c(C)c2)cc1 | -1% | 2% | -15%[46 µM]
CCc1ccc(NC(=O)C2CCCN(S(=O)(=O)c3ccc4c(c3)CCCN4C(C)=O)C2)cc1 (stereo unspecified) | -7% | 4% | ?
CCOc1ccc(CNS(=O)(=O)c2ccc3[nH]c(=O)ccc3c2)cc1 | 1% | 0% | 4%[46 µM]
COc1ccccc1N1CCN(C(=O)Cn2c(=O)n3nc(-c4cccc(C)c4)nc3c3ccccc32)CC1 | 0% | -10% | 0%[46 µM]
COc1cccc(C(c2sc3nc(-c4ccco4)nn3c2O)N2CCN(C)CC2)c1 (stereo unspecified) | 0% | -2% | 4%[46 µM]
CCOc1ccccc1N(CC)C(=O)Cn1ncc2c([nH]c3ccccc32)c1=O | 4% | 6% | 2%[46 µM]

Assay outcomes deposited in PubChem by National Center for Advancing Translational Sciences (NCATS).
